# ERAP1 inh = blocks human ERAP1 aminopeptidase activity; Q9NZ08; recombinant ERAP1, Leu-AMC fluorescence, 60 min; inhibition, % at 10.7 µM; 340,000 tested, 0.15% active; AID 652197;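 active means mean replicate inhibition of at least 30%, or all replicates individually reaching that 30% level; inactive means mean below 30% and not every replicate reaching it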;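 further: 0% = neutral control wells and 100% = L-leucinethiol positive control wells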
# Target sequence (Q9NZ08 whole entry, looked up): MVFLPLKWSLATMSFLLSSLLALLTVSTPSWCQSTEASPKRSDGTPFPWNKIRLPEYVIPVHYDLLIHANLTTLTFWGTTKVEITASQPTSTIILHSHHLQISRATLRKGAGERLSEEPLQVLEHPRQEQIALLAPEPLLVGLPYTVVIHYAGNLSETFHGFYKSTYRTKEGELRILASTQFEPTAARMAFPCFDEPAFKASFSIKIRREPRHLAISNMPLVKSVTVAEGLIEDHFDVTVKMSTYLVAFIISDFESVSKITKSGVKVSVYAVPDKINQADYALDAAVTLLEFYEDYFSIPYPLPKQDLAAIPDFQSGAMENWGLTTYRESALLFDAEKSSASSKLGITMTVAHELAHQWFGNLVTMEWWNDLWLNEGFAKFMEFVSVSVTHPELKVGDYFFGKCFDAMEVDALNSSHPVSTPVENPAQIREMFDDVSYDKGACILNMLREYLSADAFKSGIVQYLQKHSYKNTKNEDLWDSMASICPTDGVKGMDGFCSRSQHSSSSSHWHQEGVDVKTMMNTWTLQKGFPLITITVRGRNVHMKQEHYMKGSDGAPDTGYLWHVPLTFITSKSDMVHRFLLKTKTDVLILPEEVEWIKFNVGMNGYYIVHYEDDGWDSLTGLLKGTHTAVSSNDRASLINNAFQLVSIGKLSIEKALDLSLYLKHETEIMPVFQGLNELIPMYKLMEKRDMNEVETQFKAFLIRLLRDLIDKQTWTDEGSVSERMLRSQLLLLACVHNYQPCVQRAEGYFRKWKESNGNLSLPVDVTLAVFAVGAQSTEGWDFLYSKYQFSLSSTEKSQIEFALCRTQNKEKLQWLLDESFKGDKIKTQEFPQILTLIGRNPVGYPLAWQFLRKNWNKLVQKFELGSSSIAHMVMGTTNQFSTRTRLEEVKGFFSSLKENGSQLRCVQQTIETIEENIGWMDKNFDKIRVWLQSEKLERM
# GSIS activator = GLuc luminescence reporter in INS-1E cells, primary screen for activators of glucose-dependent secretion of insulin | INS-1E GLuc reporter insulin secretion, 2-3 h | activation, % at 16.6 µM | 370,000 tested, 0.61% active;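 active means lowest replicate activation of at least 40%, so every replicate reaches that level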;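 further: 0% = median of neutral control wells and 100% = median of IBMX positive control wells; some compounds called inactive have numbers as strong as hits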
# CFTR F508del cor = correctors of CFTR F508del function in bronchial epithelial cells | CFBE cells, YFP halide quenching; stimulated with forskolin plus potentiator P3; % fluorescence drop versus neutral controls | activity (quench increase), % at 7.58 µM | 350,000 tested, 0.36% active | AID 720511;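 active means mean added fluorescence quench of at least 8% versus neutral control, with both replicates also reaching 8%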;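 further: cells transiently co-express mutant CFTR-F508del with the halide-sensitive YFP; corrector assay measuring rescue of mutant channel to the surface after 24 h compound exposure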
# XiGFP reactiv = activators of X-chromosome reactivation in mouse fibroblasts | 360,000 tested, 0.055% active | XiGFP mouse fibroblasts, % GFP-positive cells imaging, 3 d; cells co-treated with 5-aza-dC sensitizer; scaled so ellipticine positive control = 100% | activation, % at 7.58 µM | AID 743238;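 active means mean normalized replicate activation at least 10% and every replicate at or above 10%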;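 further: 0% = median of on-plate neutral control wells and 100% = ellipticine 6 µM median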
#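 Assay system: SV40-immortalized XiGFP fibroblast cells, line 68-5-11; buffer or medium: DMEM plus 5-aza-dC sensitizer; compound: one concentration, pinned; timing: compounds 3 days, fix/stain 15 min at room temperature; benchmarks: positive control ellipticine, 6 µM final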
# ARNT TACC3 PPI = disrupts binding between human ARNT and TACC3; Q9Y6A5; AlphaScreen His-ARNT PAS-B/GST-TACC3 binding, luminescence; TACC3 fragment carries E629A point mutation; inhibition, % at 9.99 µM; 390,000 tested, 0.66% active;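 active means mean inhibition of replicates at least 50% and at least half of replicates each reaching 50%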;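 further: 0% = complete ARNT plus TACC3 wells and 100% = ARNT alone without TACC3; many hits fall short of the cut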
# RAD54 branch = inhibitors of human RAD54 branch migration | Q92698 | inhibition, % at 10.4 µM | RAD54 Holliday junction branch migration, FAM/BHQ fluorescence | 360,000 tested, 0.14% active;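 active means mean normalized replicate activity at least 40 and at least half of replicates scoring 40 or more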;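 further: 0% = median of neutral control wells and 100% = median of positive control wells; inhibitors cause a drop in the FAM fluorescence signal; in these data hits start at about 50%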
# esBAF inh = inhibitors of esBAF chromatin remodeling in mouse ES cells. Bmi1-luciferase knock-in reporter, 24 h; 100% = twice the neutral-well signal. reporter increase, % at 12.5 µM. 350,000 tested, 2% active; in the data active means activation above about 40%;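 further: 0% = median of the plate's neutral control wells and 100% = double that signal; a rise in the Bmi1 reporter signal indicates esBAF inhibition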
# RAD52 inh = RAD52 (human) annealing inhibition. recombinant RAD52 DNA annealing, FRET fluorescence. 360,000 tested, 0.46% active. P43351. inhibition, % at 18.7 µM. AID 651710;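 active means every replicate showing at least 50% inhibition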
# * = called active by the depositor; . = not tested or not shown; & = joins results of further samples.
# Each structure is followed by: ERAP1 inh	GSIS activator	CFTR F508del cor	XiGFP reactiv	ARNT TACC3 PPI	RAD54 branch	esBAF inh	RAD52 inh
CC(C)c1ccc(C(=O)CSc2ncn[nH]2)cc1
  4	-3	-2.1	.	0	.	.	-13
Cc1nnc(SCc2cccc([N+](=O)[O-])c2)o1
  0	-14	1.0	0.0	-2	-3	3	3
C=CCN=C1CC(C)(C)CC(=O)/C1=C(\O)c1ccccc1
  7	32	.	.	-3	-5	0	-10
Cc1cccc(NS(=O)(=O)c2ccc3c(c2)NC(=O)CO3)c1C
  8	-7	-1.5	0.1	-6	-2	-4	-2
COc1ccc(NC(=O)N2CCCCN3[C@H](CO)[C@H](c4ccc(C#Cc5ccccc5)cc4)[C@@H]3C2)cc1
  4	.	0.6	.	0	7	.	31
S=C(NCc1cccnc1)c1ccccc1
  3	5	-1.6	0.3	.	1	8	-3
CC1CN(S(=O)(=O)c2cccc(C(=O)NCc3ccccn3)c2)CC(C)O1 (stereo not given)
  -2	34	-1.0	0.4	.	.	7	-22
COc1ccc(S(=O)(=O)N(C)C[C@H]2Oc3ccc(NC(=O)c4ccncc4)cc3CC(=O)N([C@H](C)CO)C[C@@H]2C)cc1
  0	2	-1.5	0.3	0	3	-3	0
CO[C@H]1CN(C)C(=O)c2ccc(NC(C)=O)cc2OC[C@@H](C)N(CC2CC2)C[C@H]1C
  1	18	1.1	0.0	-1	-8	1	5
COc1ccc(CC(=O)OCC(=O)Nc2ccc3[nH]c(=O)[nH]c3c2)cc1
  1	9	-0.7	0.2	.	7	1	-8
CCc1ccccc1NC(=O)c1ccc2nc(N3CCOCC3)sc2c1
  .	6	-0.9	0.3	-9	-1	5	7
CCc1cc(C(=O)O)c(NC(=O)/C=C/c2ccc(OC)c(OC)c2)s1
  7	-20	-2.6	0.4	-11	.	.	8
COc1ccc(N2CCOCC2)c(NC(=O)c2ccc(Br)o2)c1
  0	25	2.0	0.0	2	8	-10	-5
CCOc1ccc(CCNC(=O)C2CC(=O)N(CCc3ccc(OC)c(OC)c3)C2)cc1OCC (stereo not given)
  -2	-7	-6.3	-0.1	.	20	-7	-15
O=S(=O)(NCc1ccc(F)cc1)c1ccc(Br)cc1Br
  2	-33	-2.1	0.0	-8	-8	.	-2
Cc1ccc(S(=O)(=O)NCC(=O)NNC(=O)c2ccc(Br)cc2)cc1C
  5	.	-1.0	0.3	-6	8	.	0
CC1C(=O)N(Cc2cn(CCC3OCCO3)nn2)CCS(=O)(=O)N1Cc1ccc(-c2ccc(Cl)c(Cl)c2)cc1 (stereo not given)
  5	-16	2.2	0.2	.	6	13	4
Cc1nc2ccc(S(=O)(=O)N(C)CC(=O)Nc3ccccc3F)cc2s1
  -2	21	-0.8	0.2	-3	-1	0	-11
N#Cc1cnc(Oc2ccc(Cl)cc2)nc1N
  3	-5	1.3	0.0	-5	-11	16	-13
COc1ccc(NC(=O)c2oc3ccccc3c2C)c(OC)c1
  7	4	.	.	.	-6	25	10
OCC(Cc1ccc2c(c1)OCO2)C(CO)Cc1ccc2c(c1)OCO2 (stereo not given)
  4	7	-1.7	.	-21	-4	2	-3
C/C(=N\NC(=O)Cc1c(Cl)cccc1Cl)c1cccnc1
  6	-3	0.1	1.2	10	0	2	-7
C[C@@H](NC(=O)C[C@@H]1CC[C@H]2[C@@H](COC[C@@H](O)CN2C(=O)Nc2cccc(Cl)c2)O1)c1ccccc1
  .	-27	0.1	0.1	-17	-23	3	.
c1ccc2nc3c(ccc4ccccc43)cc2c1
  3	-40	2.6	0.4	3	3	70*	-22
Cc1noc(C)c1S(=O)(=O)Nc1ccc2c(c1)C(=O)N([C@H](C)CO)C[C@@H](C)[C@@H](CN(C)Cc1ccc3c(c1)OCO3)OCCCC[C@@H](C)O2
  -6	-8	5.2	-1.3	5	-1	-3	17
CCOc1ccccc1NC(=O)CSc1nnc(Cc2cccn2C)n1-c1ccc(F)cc1
  -2	-6	4.9	0.2	.	-8	10	-88
COc1ccc(CC(C)Nc2cccc(SC)c2)cc1 (stereo not given)
  -2	-2	-2.0	0.2	0	-10	4	-14
O=C(COc1coc(CN2CCN(c3ccccc3)CC2)cc1=O)NC1CCCCC1
  2	-7	-1.5	0.4	-10	-4	-7	-6
Cc1cc(C)c2c(c1)cc(C)c1nnc(SCC(=O)Nc3ccc(S(=O)(=O)N4CCCCC4)cc3)n12
  .	-28	.	0.4	-2	-3	-16	.
O=C(Cc1cccs1)N[C@@H]1c2ccccc2CC[C@@H]1OCc1ccccc1
  1	2	-1.1	0.4	-3	-5	-6	0

# Some of the entries so far, as labelled records:
C=CCN=C1CC(C)(C)CC(=O)/C1=C(\O)c1ccccc1
  ERAP1 inh = 7; GSIS activator = 32; CFTR F508del cor = .; XiGFP reactiv = .; ARNT TACC3 PPI = -3; RAD54 branch = -5; esBAF inh = 0; RAD52 inh = -10

Cc1cccc(NS(=O)(=O)c2ccc3c(c2)NC(=O)CO3)c1C
  ERAP1 inh = 8; GSIS activator = -7; CFTR F508del cor = -1.5; XiGFP reactiv = 0.1; ARNT TACC3 PPI = -6; RAD54 branch = -2; esBAF inh = -4; RAD52 inh = -2

COc1ccc(NC(=O)N2CCCCN3[C@H](CO)[C@H](c4ccc(C#Cc5ccccc5)cc4)[C@@H]3C2)cc1
  ERAP1 inh = 4; GSIS activator = .; CFTR F508del cor = 0.6; XiGFP reactiv = .; ARNT TACC3 PPI = 0; RAD54 branch = 7; esBAF inh = .; RAD52 inh = 31

S=C(NCc1cccnc1)c1ccccc1
  ERAP1 inh = 3; GSIS activator = 5; CFTR F508del cor = -1.6; XiGFP reactiv = 0.3; ARNT TACC3 PPI = .; RAD54 branch = 1; esBAF inh = 8; RAD52 inh = -3

# esBAF inh: what is marked active above
Molecule,ERAP1 inh,GSIS activator,CFTR F508del cor,ARNT TACC3 PPI,esBAF inh,RAD52 inh
c1ccc2nc3c(ccc4ccccc43)cc2c1,3,-40,2.6,3,70*,-22

# Additional structures.
# Each structure is followed by: ERAP1 inh	GSIS activator	CFTR F508del cor	XiGFP reactiv	ARNT TACC3 PPI	RAD54 branch	esBAF inh	RAD52 inh
CSc1ccc(CCCCCCOC(=O)C(C)(C)C)cc1
  -1	-4	-0.7	0.0	-8	-8	8	-5
O=C(c1ccc(F)cc1)N1CC(=O)N2[C@@H](CO)[C@H](c3ccc(C#CC4CC4)cc3)[C@@H]2C1
  0	-7	-1.1	0.0	.	.	.	-6
CCCNC(=O)Nc1ccc2c(c1)OC[C@H](C)N(C(=O)CC)C[C@@H](C)[C@H](OC)CN(C)C2=O
  7	-3	-0.9	-0.1	-4	-14	9	14
Brc1cccc(CN2CCCCCC2)c1
  -2	19	-7.0	0.0	-10	1	-2	-5
CNCCc1ccccn1
  -1	.	3.1	0.2	-3	8	3	2
CCC(C)c1ccccc1N1CC(C(=O)Nc2ccc(S(=O)(=O)N3CCOCC3)cc2)CC1=O (stereo not given)
  2	-21	2.2	0.1	5	4	-3	-8
O=C(NCc1ccc(F)cc1)C1CCN(S(=O)(=O)c2ccc3c(c2)OCCCO3)CC1
  .	-19	.	0.0	-1	-6	-4	.
COC(=O)c1sccc1NC(=O)CC1C(=O)NCCN1C(=O)c1c(F)cccc1Cl (stereo not given)
  2	.	-0.5	0.1	-2	-4	-1	-11
CCOc1cc(/C=N/NC(=O)CSc2nncn2C)ccc1OC(=O)c1ccc(Cl)cc1
  0	-14	.	0.0	7	.	.	2
CCOC(=O)c1ccc(NC(=O)c2cn(CCC#N)nc2-c2ccc3c(c2)OCCO3)cc1
  -3	-6	.	0.3	-16	.	.	-18
Cc1c(-c2ccc(OCCN3CCOCC3)cc2)c(=O)oc2ccc3ccccc3c12
  -3	-7	-2.9	0.0	.	8	-4	-8
Cc1ccc2occ(/C=N/NC(=O)[C@@H](N)Cc3ccccc3)c(=O)c2c1
  .	5	-2.6	0.0	-20	0	-5	-44
CCCCCCn1c(CN2CCN(CCO)CC2)nc2c1c(=O)n(C)c(=O)n2C
  10	1	-0.8	0.1	-2	-20	-4	-18
Cc1ccccc1NC(=S)N1CCCCCC1
  -1	28	-2.0	0.0	-1	-1	.	-20
COc1ccc(/C(C)=N/N=C(N)N)c(O)c1
  -3	9	-1.0	0.4	7	.	-3	7
CC(C)C(C)NC(=O)COn1nnc2ccc(S(=O)(=O)N3CCOCC3)cc21 (stereo not given)
  -3	7	-0.7	0.8	-1	-4	2	-12
CCN(c1ccccc1)S(=O)(=O)c1cccc(C(=O)NCc2ccncc2)c1
  -2	16	1.4	0.0	1	-1	14	6
COc1cccc(NC(=O)c2ccc(S(=O)(=O)NCc3cccnc3)cc2)c1
  3	-22	-1.3	0.1	0	-1	13	-25
O=C(NC1CCCCC1)Oc1cc2oc(=O)sc2cc1Br
  26	.	0.3	0.2	5	.	.	-10
NC(=O)c1ccsc1NC(=O)C1CCCCC1
  -2	12	-1.8	0.3	2	-14	14	-10
CCCNC(=O)C[C@@H]1C[C@@H]2c3cc(NS(=O)(=O)c4ccc(OC)cc4)ccc3O[C@@H]2[C@@H](CO)O1
  2	-5	-1.2	0.3&0.0	.	-6	1	-6
CO[C@@H]1CN(C)C(=O)c2cc(NC(=O)c3ccccc3)ccc2OC[C@H](C)N(C(=O)C2CC2)C[C@H]1C
  2	-8	-4.3	0.4	0	3	8	-7
C[C@@H]1CCCCO[C@H](CN(C)C(=O)CCCN(C)C)[C@@H](C)CN([C@H](C)CO)C(=O)c2cc(NC(=O)Nc3cccc4ccccc34)ccc2O1
  -5	26	2.2	-1.3	14	10	0	9
C=CC(C)(O)CCCC(C)CCCC(C)CCCC(C)C (stereo not given)
  2	8	1.7	.	.	-7	8	-13
CCOc1ccc(NC(=O)CN(C)C(=O)c2ccncc2)cc1OCC
  1	11	1.4	0.0	9	-3	1	-3
C[C@@H]1CN([C@H](C)CO)C(=O)c2cccc(NC(=O)c3nc4ccccc4s3)c2O[C@H]1CN(C)C(=O)Nc1ccc2c(c1)OCO2
  5	-4	-4.5	0.2	-3	2	-6	0
Cc1ccc(Sc2nc(C)c([N+](=O)[O-])c(C)c2C#N)cc1
  -3	-7	-3.8	-0.1	.	-7	-11	-9
COc1ccc(S(=O)(=O)N(C)C[C@@H]2Oc3cc(C#CC4CCCCC4)ccc3S(=O)(=O)N([C@@H](C)CO)C[C@@H]2C)cc1
  -4&1&1	-1&4	3.5&2.1&3.0	-1.0	-4&1	4&3&4	4&-2	-13&-1&6
CCCCn1c(N)c(N(CC(C)C)C(=O)CSc2ccc([N+](=O)[O-])cc2)c(=O)[nH]c1=O
  -1	-12	-1.2	-0.1	0	-8	1	0
O=C(CSc1ncnc2ccccc12)NCC(=O)c1ccccc1
  4	-2	-3.3	0.2	-6	.	.	-11
Cc1ccc(NC(=O)c2cccc(NC(=O)CC3SC(N4CCCCC4)=NC3=O)c2)nc1 (stereo not given)
  2	16	1.2	0.2	0	-1	20	-6
CCCOc1ccccc1OCC(=O)N1CCN(S(=O)(=O)c2ccc(Cl)cc2)CC1
  2	-27	4.3	0.0	-6	-6	1	-12
CCCCC(CC)COC(=O)c1ccc(N(C)C)cc1 (stereo not given)
  4	0	0.0	.	.	1	8	-23
Cc1cc(C)n(-c2ccc(S(=O)(=O)N3CCOCC3)cc2[N+](=O)[O-])n1
  .	1	0.4	-0.1	-2	.	.	-11

# High-throughput results deposited in PubChem BioAssay by Broad Institute.
